Bcl-xL primary = inhibitors of human Bcl-xL, primary screen, biochemical, fluorescence polarization, HTS; GST-Bcl-xL / FITC-Bim BH3 peptide fluorescence polarization; inhibition, % at 10.9 µM; hit rate 0.7% among 320,000;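 active = inhibition above the mean of all tested compounds plus 3 SD, cutoff set per campaign, cut at about 30% in these data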;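 also: 0% = DMSO wells and 100% = unlabeled Bim-BH3 peptide competitor; inhibitors lower millipolarization by displacing the labeled peptide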
Target sequence (Q07817 whole entry, looked up): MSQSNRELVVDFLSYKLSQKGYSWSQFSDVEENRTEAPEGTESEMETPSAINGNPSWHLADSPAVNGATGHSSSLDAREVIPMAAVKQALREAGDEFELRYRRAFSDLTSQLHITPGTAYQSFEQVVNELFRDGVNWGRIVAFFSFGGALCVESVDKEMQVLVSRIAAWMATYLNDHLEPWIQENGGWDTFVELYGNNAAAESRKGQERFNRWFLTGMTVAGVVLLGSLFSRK
GLD-1 RNA inh = GLD-1/TGE RNA complex disruptors, primary screen, biochemical, fluorescence polarization; purified GLD-1 + fluorescein TGE RNA; Female germline-specific tumor suppressor gld-1 (Caenorhabditis elegans), Q17339; hit rate 0.44% among 320,000; inhibition, % at 5.96 µM; AID 2280, 2010;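 active = percent inhibition above a per-plate cutoff, the plate mean of test compounds plus 3 SD, cut at about 30% in these data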;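 also: 0% = DMSO wells with GLD-1 and probe and 100% = wells lacking GLD-1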
MEX-5 binding = MEX-5 zinc finger RNA-binding disruptors – biochemical, C. elegans, fluorescence polarization, MLPCN library, primary screen. Zinc finger protein mex-5 (Caenorhabditis elegans), Q9XUB2. activity score (negative = inhibition of binding), % at 10 µM. MEX-5/FITC-TCR2 RNA binding; stronger effect = lower value. hit rate 0.38% among 300,000;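 active = inhibition past about -25% in most replicates, and total fluorescence under double the plate's negative control median, limit read from the data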;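 also: 0% = DMSO and -100% = 5 µM competing unlabeled TCR2 RNA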
Target sequence (Q9XUB2 whole entry, looked up): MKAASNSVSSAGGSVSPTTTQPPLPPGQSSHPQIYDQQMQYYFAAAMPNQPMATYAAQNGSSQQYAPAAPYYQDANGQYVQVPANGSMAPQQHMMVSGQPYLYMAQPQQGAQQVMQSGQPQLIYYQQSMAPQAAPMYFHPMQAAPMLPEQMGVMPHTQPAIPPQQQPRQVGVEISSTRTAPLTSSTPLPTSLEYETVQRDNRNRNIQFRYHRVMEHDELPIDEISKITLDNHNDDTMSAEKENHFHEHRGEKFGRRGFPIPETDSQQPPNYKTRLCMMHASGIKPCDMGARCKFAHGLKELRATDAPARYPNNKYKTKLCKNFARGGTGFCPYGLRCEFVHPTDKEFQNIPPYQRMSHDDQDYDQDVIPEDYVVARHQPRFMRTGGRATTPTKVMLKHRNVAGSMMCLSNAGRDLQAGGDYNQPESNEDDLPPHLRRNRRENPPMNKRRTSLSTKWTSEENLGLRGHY
MCL1-BIM inh = inhibitors of MCL1 binding to BIM-BH3, primary screen, biochemical, fluorescence polarization. inhibition, % at 10.9 µM. Induced myeloid leukemia cell differentiation protein Mcl-1 (Homo sapiens), Q07820. GST-MCL1 / FITC-Bim-BH3 fluorescence polarization. hit rate 0.68% among 320,000;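 active = inhibition above the mean inhibition of all tested compounds plus 3 SD, set per campaign, cut at about 40% in these data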;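 also: 0% = DMSO wells and 100% = unlabeled Bim-BH3 peptide control; higher means more loss of mP so more displacement of Bim peptide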
Target sequence (Q07820 whole entry, looked up): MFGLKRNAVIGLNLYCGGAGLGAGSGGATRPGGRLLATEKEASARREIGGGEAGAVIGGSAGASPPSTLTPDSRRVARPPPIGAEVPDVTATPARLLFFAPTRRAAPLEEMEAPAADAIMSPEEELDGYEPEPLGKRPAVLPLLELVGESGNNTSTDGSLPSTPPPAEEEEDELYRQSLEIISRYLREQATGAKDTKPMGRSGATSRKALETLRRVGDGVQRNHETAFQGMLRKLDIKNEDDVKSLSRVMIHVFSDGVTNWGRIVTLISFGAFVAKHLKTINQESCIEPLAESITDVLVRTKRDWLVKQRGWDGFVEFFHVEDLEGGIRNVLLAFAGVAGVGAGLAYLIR
CR mimetic SO = reduction of superoxide in aged yeast, primary screen, HTS. S. cerevisiae aged cells, superoxide DHE fluorescence; stronger effect = lower value. superoxide response (% of plate mean), % at 10 µM. hit rate 0.18% among 330,000. AID 2690, 2010;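 active = superoxide response under a set limit, about three screen SD below normal, cut at about 65% in these data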;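 also: yeast aged for seven days with compound at 30 °C before DHE staining; 100% = average MFI of all compound-treated wells on the plate with controls excluded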
AGP1-GFP MLPCN = modulators of AGP1-GFP expression in yeast TOR pathway, primary screen, cell-based, multiplex flow cytometry, S. cerevisiae, MLPCN library. hit rate 0.02% among 320,000. 3 h; GFP as percent of DMSO wells. AID 2066, 2009. GFP response vs DMSO, % at 10 µM;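 active = GFP response relative to DMSO above a set limit, near screen average plus 3 SD, cut at about 150% in these data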;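 also: median GFP channel fluorescence of the gated AGP1 strain per well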
GRK2 inh = compounds blocking aptamer binding on GRK2 – biochemical, human GRK2, bead flow cytometry, HTS, primary screen. FAM-aptamer displacement from GRK2. hit rate 0.59% among 330,000. inhibition of aptamer binding, % at 10 µM;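 active = inhibition of aptamer binding above 40%, roughly 3 SD of noise, on plates passing a quality check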;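 also: median bead fluorescence of bound FAM aptamer so fluorescent compounds give negative values; no value below 0 was filed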
VLA-4 inh = inhibition in human VLA-4 binding assay, primary screen, VLA-4 allosteric modulator project, MLPCN library, flow cytometry, VLA-4 expressing cells. Integrin alpha-4 (Homo sapiens), P13612. ligand binding flow cytometry. inhibition, % (about 7 µM as worked out from the volumes in the protocol). hit rate 0.2% among 330,000. AID 2557, 2010; in the data active = inhibition above about 50%
CIT2 TOR yeast = modulators of CIT2-GFP expression in yeast, primary screen, S. cerevisiae, GFP fusion, multiplex flow cytometry, MLPCN library | S. cerevisiae CIT2-GFP strain, 3 h; 100 means same as DMSO wells | hit rate 0.065% among 320,000 | GFP response vs DMSO, % at 10 µM;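 active = GFP response relative to DMSO above a set limit, near the screen mean plus 3 SD, cut at about 150% in these data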;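 also: ratio of well median GFP fluorescence to mean of DMSO wells on the plate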
* = called active by the depositor. Compounds were not picked by outcome (roughly 2.1% active in at least one column).

Screening Cc1nn(Cc2ccccc2)c(Cl)c1/C=C/C(=O)OCC(=O)N1CCCC1=O returned Bcl-xL primary 2.6, GLD-1 RNA inh 13.6, MEX-5 binding 2.7, MCL1-BIM inh 5.0, CR mimetic SO 100.8, AGP1-GFP MLPCN 87.3, GRK2 inh 2.0, VLA-4 inh -8.8 and CIT2 TOR yeast 94.7.
`COc1cc(Cl)ccc1OCc1cc(C(=O)NC(C)Cc2cnccn2)no1` (centres undefined) gave Bcl-xL primary 2.6, GLD-1 RNA inh 7.5, MEX-5 binding -0.1, MCL1-BIM inh -3.8, CR mimetic SO 95.5, AGP1-GFP MLPCN 97.0, GRK2 inh 1.0, VLA-4 inh 2.6 and CIT2 TOR yeast 97.8.
`CCn1c(C)nc2cc(C(=O)N/N=C(\C)c3ccccc3O)ccc21` gave Bcl-xL primary 3.1, GLD-1 RNA inh 1.9, MEX-5 binding -0.1, MCL1-BIM inh 4.6, CR mimetic SO 100.1, AGP1-GFP MLPCN 99.7, GRK2 inh 4.0, VLA-4 inh 3.9 and CIT2 TOR yeast 106.5.
For COC(=O)c1ccccc1NC(=O)COC(=O)C1CCCCC1 the results were Bcl-xL primary 0.7, GLD-1 RNA inh 9.3, MEX-5 binding -4.0, MCL1-BIM inh -1.1, CR mimetic SO 92.5, AGP1-GFP MLPCN 102.8, GRK2 inh 4.0, VLA-4 inh -8.8 and CIT2 TOR yeast 103.6.
For COc1ccc(-n2nc(C(=O)NCC(=O)N3CCN(Cc4ccc5c(c4)OCO5)CC3)c3ccccc3c2=O)cc1OC the results were Bcl-xL primary 3.1, GLD-1 RNA inh 0.1, MEX-5 binding -0.1, MCL1-BIM inh -0.3, CR mimetic SO 104.6, AGP1-GFP MLPCN 107.5, GRK2 inh 5.0, VLA-4 inh -17.7 and CIT2 TOR yeast 113.7.
Screening Cc1ccccc1N(CC(=O)NCc1ccccc1)C(=O)CCC(=O)Nc1nccs1 returned Bcl-xL primary 2.2, GLD-1 RNA inh 2.9, MEX-5 binding -0.7, MCL1-BIM inh -1.4, CR mimetic SO 103.6, AGP1-GFP MLPCN 96.2, GRK2 inh 0.0, VLA-4 inh 6.7 and CIT2 TOR yeast 93.2.
Screening CC1(C)Cc2c(ccc3ccccc23)/C(=C/C(=O)N2CCCCC2)N1 returned Bcl-xL primary 7.3, GLD-1 RNA inh 4.9, MEX-5 binding 1.0, MCL1-BIM inh 11.6, CR mimetic SO 109.5, AGP1-GFP MLPCN 102.0, GRK2 inh 3.0, VLA-4 inh 18.9 and CIT2 TOR yeast 89.6.
`CCCCN(CC)c1nc(-c2ccncc2)nc2ccccc12` gave Bcl-xL primary 10.0, GLD-1 RNA inh 4.7, MEX-5 binding 1.2, MCL1-BIM inh 2.6, CR mimetic SO 90.9, AGP1-GFP MLPCN 90.6, GRK2 inh 0.0, VLA-4 inh -4.9 and CIT2 TOR yeast 86.9.
`CCOc1cc(CNC2CCCC2)ccc1OCc1ccccc1Cl` gave Bcl-xL primary 4.6, GLD-1 RNA inh 2.2, MEX-5 binding 0.5, MCL1-BIM inh 3.0, CR mimetic SO 98.6, AGP1-GFP MLPCN 103.2, GRK2 inh 0.0, VLA-4 inh 3.1 and CIT2 TOR yeast 97.7.
CCOC(=O)C(CC)Sc1ccc2nnc(-c3cccnc3)n2n1 (centres undefined) was read as Bcl-xL primary 1.6, GLD-1 RNA inh 8.3, MEX-5 binding -2.2, MCL1-BIM inh 1.8, CR mimetic SO 87.0, AGP1-GFP MLPCN 96.2, GRK2 inh 3.0, VLA-4 inh -0.2 and CIT2 TOR yeast 94.2.
`Nc1n[nH]c(S(=O)(=O)CCCc2ccccc2)n1` gave Bcl-xL primary 4.1, GLD-1 RNA inh -3.9, MEX-5 binding 0.6, MCL1-BIM inh 4.3, CR mimetic SO 97.2, AGP1-GFP MLPCN 105.0, GRK2 inh 0.0, VLA-4 inh 4.8 and CIT2 TOR yeast 100.1.
`CCC(=O)n1nc(NCc2ccc(OC)c(OC)c2)nc1NCc1ccc(OC)c(OC)c1` gave Bcl-xL primary 3.9, GLD-1 RNA inh 1.0, MEX-5 binding 1.2, MCL1-BIM inh 1.6, CR mimetic SO 97.8, AGP1-GFP MLPCN 103.1, GRK2 inh 0.0, VLA-4 inh 5.7 and CIT2 TOR yeast 92.3.
For O=C(CSCCNS(=O)(=O)c1ccccc1)Nc1ccccc1 the results were Bcl-xL primary -3.7, GLD-1 RNA inh -3.5, MEX-5 binding 0.5, MCL1-BIM inh -7.8, CR mimetic SO 101.4, AGP1-GFP MLPCN 97.7, GRK2 inh 1.0, VLA-4 inh 1.8 and CIT2 TOR yeast 94.8.
`Cc1noc(NS(=O)(=O)c2ccc(NC(=O)CSc3n[nH]c(-c4ccccc4)n3)cc2)c1C` gave Bcl-xL primary 11.9, GLD-1 RNA inh 2.2, MEX-5 binding -3.8, MCL1-BIM inh 5.5, CR mimetic SO 89.7, AGP1-GFP MLPCN 97.4, GRK2 inh 0.0, VLA-4 inh 9.4 and CIT2 TOR yeast 89.9.
COc1ccccc1/C=C(/C(=O)OCC(=O)Nc1ccccc1C)c1ccccc1 was read as Bcl-xL primary -0.3, GLD-1 RNA inh 6.9, MEX-5 binding -0.3, MCL1-BIM inh -4.9, CR mimetic SO 102.5, AGP1-GFP MLPCN 103.4, GRK2 inh 0.0, VLA-4 inh 0.1 and CIT2 TOR yeast 102.6.
Screening COc1ccc(CNC(=O)Cn2ccc([N+](=O)[O-])n2)cc1OC returned Bcl-xL primary -2.3, GLD-1 RNA inh -3.9, MEX-5 binding 1.5, MCL1-BIM inh -6.7, CR mimetic SO 82.7, AGP1-GFP MLPCN 101.9, GRK2 inh 4.0, VLA-4 inh 4.6 and CIT2 TOR yeast 100.3.
For CC(C)c1nnc(NC(=O)c2c(O)c3cccc4c3n(c2=O)CCC4)s1 the results were Bcl-xL primary 4.0, GLD-1 RNA inh -0.1, MEX-5 binding -2.5, MCL1-BIM inh -3.2, CR mimetic SO 104.9, AGP1-GFP MLPCN 69.2, GRK2 inh 4.0, VLA-4 inh 19.9 and CIT2 TOR yeast 92.2.
O=C(CCc1n[nH]c(=O)[nH]c1=O)N/N=C/c1ccco1 was read as Bcl-xL primary 1.9, GLD-1 RNA inh 4.0, MEX-5 binding -1.6, MCL1-BIM inh 14.1, CR mimetic SO 93.6, AGP1-GFP MLPCN 100.3, GRK2 inh 44.0*, VLA-4 inh 7.7 and CIT2 TOR yeast 104.7.
Screening COc1cccc(N2CCN(S(=O)(=O)c3c(C)[nH]c(C)c3C(=O)N3CCCCC3)CC2)c1 returned Bcl-xL primary 1.6, GLD-1 RNA inh -2.5, MEX-5 binding -2.3, MCL1-BIM inh 2.1, CR mimetic SO 100.3, AGP1-GFP MLPCN 95.6, GRK2 inh 2.0, VLA-4 inh 21.9 and CIT2 TOR yeast 98.1.
Screening COc1ccccc1C(=O)N1CCN(CCNC(=O)C(=O)Nc2ccc(Br)c(C)c2)CC1 returned Bcl-xL primary 3.8, GLD-1 RNA inh -0.6, MEX-5 binding 0.0, MCL1-BIM inh 3.4, CR mimetic SO 97.0, AGP1-GFP MLPCN 97.6, GRK2 inh 0.0, VLA-4 inh 4.7 and CIT2 TOR yeast 96.0.
O=C(Nc1ccc(Oc2ccccc2)cc1)C1CCCO1 (centres undefined) was read as Bcl-xL primary 1.3, GLD-1 RNA inh -2.9, MEX-5 binding 0.5, MCL1-BIM inh -2.1, CR mimetic SO 103.5, AGP1-GFP MLPCN 107.3, GRK2 inh 1.0, VLA-4 inh 9.3 and CIT2 TOR yeast 92.9.
For COc1ccc(C(C)=O)cc1COC(=O)CCC(=O)N(CC(C)C)c1c(N)n(CC(C)C)c(=O)[nH]c1=O the results were Bcl-xL primary -17.6, GLD-1 RNA inh 4.0, MEX-5 binding 2.5, MCL1-BIM inh -7.2, CR mimetic SO 97.2, AGP1-GFP MLPCN 86.3, GRK2 inh 0.0, VLA-4 inh 2.8 and CIT2 TOR yeast 85.2.
For Cc1cc(N2CCN(C(=O)/C=C/C(=O)O)CC2)c2ccccc2n1 the results were Bcl-xL primary 1.4, GLD-1 RNA inh -2.1, MEX-5 binding 1.5, MCL1-BIM inh -6.7, CR mimetic SO 108.5, AGP1-GFP MLPCN 91.4, GRK2 inh 2.0, VLA-4 inh 13.1 and CIT2 TOR yeast 95.0.
`Cn1c(NC(=O)CCC2CCCCC2)cc(=O)n(C)c1=O` gave Bcl-xL primary 4.6, GLD-1 RNA inh 4.0, MEX-5 binding -1.8, MCL1-BIM inh 4.6, CR mimetic SO 103.1, AGP1-GFP MLPCN 97.6, GRK2 inh 0.0, VLA-4 inh -9.9 and CIT2 TOR yeast 91.4.
Cc1ccc(S(=O)(=O)N2CCOCC2)cc1C(=O)NCc1ccc2c(c1)OCO2 was read as Bcl-xL primary 3.8, GLD-1 RNA inh 6.0, MEX-5 binding -0.6, MCL1-BIM inh 2.1, CR mimetic SO 97.6, AGP1-GFP MLPCN 104.2, GRK2 inh 0.0, VLA-4 inh 14.8 and CIT2 TOR yeast 103.3.
Screening COc1ccccc1N(C)S(=O)(=O)c1ccc(C(=O)N(CC(N)=O)C(C)C)cc1 returned Bcl-xL primary 3.3, GLD-1 RNA inh 1.5, MEX-5 binding 1.1, MCL1-BIM inh 5.7, CR mimetic SO 96.2, AGP1-GFP MLPCN 92.8, GRK2 inh 0.0, VLA-4 inh 13.6 and CIT2 TOR yeast 90.9.
For CC(=O)Nc1ccc(S(=O)(=O)N(C#N)c2nc(C)cc(C)n2)cc1 the results were Bcl-xL primary 0.8, GLD-1 RNA inh -0.7, MEX-5 binding -3.1, MCL1-BIM inh 3.2, CR mimetic SO 97.3, AGP1-GFP MLPCN 97.4, GRK2 inh 3.0, VLA-4 inh 13.6 and CIT2 TOR yeast 93.9.
O=C(CCN1C(=O)/C(=C\c2ccccc2Cl)SC1=S)N1CCN(c2ccccc2)CC1 was read as Bcl-xL primary 2.7, GLD-1 RNA inh -4.7, MEX-5 binding -1.5, MCL1-BIM inh 1.8, CR mimetic SO 112.4, AGP1-GFP MLPCN 108.4, GRK2 inh 3.0, VLA-4 inh -43.9 and CIT2 TOR yeast 102.6.
Cc1cc(C)c(NC(=O)C2CC(=O)N(Cc3ccccc3)C2)c(C)c1 (centres undefined) was read as Bcl-xL primary -2.0, GLD-1 RNA inh 4.3, MEX-5 binding -0.5, MCL1-BIM inh -6.2, CR mimetic SO 93.3, AGP1-GFP MLPCN 93.8, GRK2 inh 0.0, VLA-4 inh 5.8 and CIT2 TOR yeast 87.3.

Screens: PubChem, several laboratories
